TNAP inh hiacc: TNAP (human) inhibition, high acceptor | P05186 | purified TNAP, CDP-star luminescence, 1 M DEA | inhibition, % at 20 µM | 200,000 compounds, 0.03% hits | AID 1135;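 active means over 50% inhibition of tissue-nonspecific alkaline phosphatase at 20 µM in the single-dose screen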;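 further: plate controls were DMSO wells for no effect and EDTA-quenched wells as full inhibition for full effect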
Target sequence (P05186 whole entry, looked up): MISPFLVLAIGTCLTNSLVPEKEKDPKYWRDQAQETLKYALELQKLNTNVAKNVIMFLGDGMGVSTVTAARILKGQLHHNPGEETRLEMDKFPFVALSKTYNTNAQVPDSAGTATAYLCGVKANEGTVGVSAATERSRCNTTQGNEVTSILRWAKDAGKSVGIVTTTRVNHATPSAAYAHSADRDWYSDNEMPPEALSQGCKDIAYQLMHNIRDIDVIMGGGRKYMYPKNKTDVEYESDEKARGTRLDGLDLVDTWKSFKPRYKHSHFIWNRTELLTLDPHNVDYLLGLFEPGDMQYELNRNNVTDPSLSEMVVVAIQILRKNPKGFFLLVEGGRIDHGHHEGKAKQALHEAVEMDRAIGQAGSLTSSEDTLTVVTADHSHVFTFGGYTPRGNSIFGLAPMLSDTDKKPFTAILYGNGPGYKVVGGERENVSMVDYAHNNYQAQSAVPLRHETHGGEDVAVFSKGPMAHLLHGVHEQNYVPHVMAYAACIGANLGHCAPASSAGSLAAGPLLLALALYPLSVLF
TNAP inh noacc: blocks human TNAP activity with no phosphate acceptor present; P05186; purified TNAP, CDP-star luminescence, 30 min; inhibition, % at 20 µM; 200,000 compounds, 0.26% hits; AID 1012;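 active means tissue-nonspecific alkaline phosphatase inhibition above about 50% at 20 µM in the single-dose screen, limit read from the data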;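 further: 0% = DMSO negative control and 100% = EDTA positive control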
NF-kB neuron act: NF-kB expression increase, human neuronal cells; NF-kB reporter expression; active compounds read high; 190,000 compounds, 1.6% hits; fold change at 12.5 µM; AID 1239; in the data active means fold change above about 3.3
PMI activator: increases human mannose-6-phosphate isomerase activity | P34949 | purified human PMI, coupled resazurin fluorescence, 20 min; active compounds read high; 1 = vehicle control, 0 substrate-free wells | activation factor at 20 µM | 190,000 compounds, 0.005% hits | AID 1214;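 active means activation factor of 2 or more at 20 µM, relative to plate controls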
APP 5'UTR act: APP 5'UTR luciferase reporter activation; SH-SY5Y APP 5'UTR luciferase reporter, luminescence; zero percent = DMSO vehicle wells; activation, % at 2 µM; 190,000 compounds, 1% hits; AID 1276;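 active means activation above a set limit, based on mean plus 3 SD of controls, cut at about 140% in these data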; further: values of inactives mirror those of a sister screen read the other way
FLuc stim CS: firefly luciferase counter-screen for stimulation assays | ATPlite luciferase biochemical, luminescence, 10 min; 0 = ATP-free wells, 1 = DMSO control | P08659 | 200,000 tested, under 10 active | activation factor at 10 µM | AID 1027;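 active means luciferase activation factor, scaled between plate controls, of at least 2 with compound at 10 µM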
Target sequence (P08659 whole entry, looked up): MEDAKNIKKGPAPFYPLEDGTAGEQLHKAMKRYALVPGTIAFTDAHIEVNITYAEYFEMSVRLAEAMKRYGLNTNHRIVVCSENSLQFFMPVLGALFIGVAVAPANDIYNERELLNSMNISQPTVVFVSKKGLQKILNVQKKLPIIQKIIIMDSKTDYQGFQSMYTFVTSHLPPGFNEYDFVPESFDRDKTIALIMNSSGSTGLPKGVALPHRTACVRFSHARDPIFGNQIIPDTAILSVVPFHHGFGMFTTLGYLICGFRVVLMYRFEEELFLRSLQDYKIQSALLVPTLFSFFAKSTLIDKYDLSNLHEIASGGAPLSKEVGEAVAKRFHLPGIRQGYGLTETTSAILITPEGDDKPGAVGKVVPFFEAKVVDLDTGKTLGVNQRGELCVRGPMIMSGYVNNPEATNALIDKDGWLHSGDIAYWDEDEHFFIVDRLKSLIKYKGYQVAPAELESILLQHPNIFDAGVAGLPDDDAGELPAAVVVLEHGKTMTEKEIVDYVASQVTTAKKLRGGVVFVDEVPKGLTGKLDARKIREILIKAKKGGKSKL
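Assay system – cell-free luciferase reagent · Medium – PBS-based ATP solution · Dosing – test compounds dosed from 2 mM stocks in 100% DMSO · Timing – 10 min, room temperature · Technique – light output (luminescence) · Measure – luminescence gain marking luciferase activators · Controls – No-ATP low control, compound-free enzyme-plus-ATP high control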
TNAP act hiacc: increases human TNAP activity under high phosphate acceptor concentration | purified TNAP, CDP-star luminescence, 1 M DEA, 30 min; active compounds read high; 0 = EDTA background, 1 = DMSO-only activity | activation factor at 20 µM | 200,000 tested, under 10 active | AID 1136;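 active means activation factor at least 2 at 20 µM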
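Measured by: Luminescent substrate turnover signal | Test system: Human TNAP | Input: TNAP 1/800 final | Dosing: 20 µM single point | Schedule: 30 min, room temperature | Controls: EDTA wells as negative control, DMSO wells as positive control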
PMI act satM6P: activators of human phosphomannose isomerase at near-saturating mannose 6-phosphate. 190,000 compounds, 0.34% hits. P34949. coupled PMI enzyme assay, resazurin fluorescence, 20 min; active compounds read high; 1 = untreated enzyme, 0 = substrate-free blank. activation factor at 20 µM;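 active means activation factor of 2 or more at 20 µM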
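Material: human phosphomannose isomerase with PGI, G6PDH, diaphorase coupling enzymes; amount: PMI at 15 ng/mL final; also added: Mannose-6-phosphate 1.0 mM (near-saturating) plus 0.22 mM NADP+; incubation: enzyme reaction with compound 20 min at room temperature; signal: resorufin fluorescence (Ex 544/Em 590 nm) from resazurin via diaphorase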
FLuc inh counter: inhibits firefly luciferase, flagging false hits in luciferase inhibition screens; P08659; 200,000 compounds, 1.5% hits; ATPLite firefly luciferase biochemical luminescence, 10 min; inhibition, % at 10 µM; AID 1006;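 active means inhibition above about 50% when tested at 10 µM, limit read from the data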
bIAP act: increases bovine intestinal alkaline phosphatase activity; purified bovine IAP, CDP-star luminescence, 30 min; active compounds read high; fold of DMSO-control signal, blank-subtracted; activation factor at 20 µM; 200,000 compounds, 0.17% hits;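 active means activation factor of 2 or more at 20 µM, a signal rise over negative controls twice the positive control's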
* hit, by the source's call; / = not tested or not shown. Compounds were not picked by outcome. Share with any hit: about 3.6%.

SMILES | TNAP inh hiacc | TNAP inh noacc | NF-kB neuron act | PMI activator | APP 5'UTR act | FLuc stim CS | TNAP act hiacc | PMI act satM6P | FLuc inh counter | bIAP act
Nc1nnc(CCC2CCCCC2)s1 | -6 | -15 | 1.2 | 0.8 | / | 1 | 1.1 | 0.9 | 0 | 0.8
CCN(CC)P(=O)(Nc1ccc(C)cc1Br)c1ccc(N(C)C)cc1NC(=O)c1ccco1 (stereo not drawn) | 0 | -6 | 0.65 | 0.7 | 8 | 1 | 1 | 0.5 | -3 | 0.9
O=C(NCc1ccccn1)c1cc2n(n1)C(C(F)(F)F)CC(c1ccco1)N2 (stereo not drawn) | -7 | 1 | 1.1 | 1.1 | -16 | 1 | 1.1 | 1.2 | -2 | 1
CCCCCCCOc1ccc(OC(=O)c2cccnc2)cc1 | 0 | -2 | 11* | 0.9 | 3 | 1 | 1 | 0.9 | -4 | 0.8
Cc1cc(CNC(=O)CC2C(=O)NCCN2CC(c2ccccc2)c2ccccc2)on1 (stereo not drawn) | -7 | -13 | 1.4 | 1.2 | 6 | 1 | 1.1 | 1 | -1 | 1.1
O=C(N/N=C/c1cccc([N+](=O)[O-])c1)C1CC(=O)N(c2ccc(Br)cc2)C1 (stereo not drawn) | -2 | 3 | 0.99 | 0.8 | -20 | 1.1 | 1 | 0.9 | -5 | 0.7
O=C(c1cc(F)c(F)cc1Cl)N1CCCCC1 | 4 | -4 | 1 | 0.9 | -9 | 1.1 | 1 | 1 | -6 | 1
CCNC(=O)CP(=O)(c1ccccc1)c1ccccc1 | -11 | -14 | 1.1 | 1 | 2 | 1.1 | 1.1 | 0.9 | -6 | 1
CCC(=O)Nc1cccc(-c2cc3ccccc3oc2=O)c1 | -3 | -3 | 0.6 | 1 | 40 | 1 | 1 | 1 | 0 | 1.1
NC(=O)c1nsc(C(=O)N(CC(=O)NCc2ccc3c(c2)OCO3)C2CCCC2)c1N | -6 | -10 | 1 | 1 | -7 | 1 | 1.1 | 1.1 | -4 | 1.1
CC(C)(C)c1ccc(C(=O)NNC(=O)c2cccc(Br)c2)cc1 | -3 | -64 | 1.1 | 0.9 | 13 | 1 | 1 | 0.9 | -4 | 0.9
CN1CCN(C2=C(Cl)C(=O)N(c3cccc(Cl)c3)C2=O)CC1 | -4 | -4 | 1.1 | 1 | -6 | 1.1 | 1 | 1.1 | -5 | 0.9
c1csc(CSc2nc3ccccc3s2)c1 | -8 | -6 | 2.8 | 0.9 | 55 | 0.8 | 1.1 | 0.9 | 16 | 0.4
CCOC(=O)c1c(C)oc2c1c(C(c1cccnc1)N1CCCCC1)c(O)c1ccccc12 (stereo not drawn) | -3 | -3 | 6.6* | 0.7 | 79 | 1.1 | 1 | 0.7 | -7 | 1
COc1cccc(C2C(C#N)=C(N)Oc3cc(C)n(Cc4ccccn4)c(=O)c32)c1OC (stereo not drawn) | 1 | -5 | 1.2 | 0.9 | 17 | 1 | 1 | 0.9 | -4 | 0.9
Cc1ccc(S(=O)(=O)NC2=NCN(CCOC(=O)c3ccc([N+](=O)[O-])cc3)CN2)cc1 | -4 | -14 | 0.96 | 1.1 | -11 | 1 | 1 | 1.1 | -2 | 1
Cc1ccc(NC(=O)Cn2ccc([N+](=O)[O-])n2)cc1C | -1 | -5 | 1.2 | 1 | -14 | 1.1 | 1 | 1 | -6 | 1
CC(=O)c1cc2c(cc1NS(=O)(=O)c1ccc(C)cc1)OCO2 | -2 | -16 | 1.2 | 1 | / | 1.1 | 1 | 1 | -7 | 0.9
CCOc1ccc(NC(=O)CC2C(=O)N(c3cccc(OC)c3)C(=O)N2C(C)C)cc1 (stereo not drawn) | 1 | -3 | 1.1 | 1 | 11 | 1 | 1 | 0.9 | -1 | 1.1
O=C(/C(=C/c1ccc(Cl)cc1)c1nc2ccccc2[nH]1)c1cccs1 | -2 | -3 | 0.57 | 0.9 | 39 | 1 | 1 | 1 | 3 | 1
Cc1cc(Cc2cc(C)c(N)cc2C)c(C)cc1N | -8 | -9 | 1.2 | 1.1 | -4 | 1.1 | 1.1 | 1 | -10 | 1.1
CCCN(CCC)CCNC(=O)C1c2ccccc2C(=O)N(CCOC)C1c1ccc(F)cc1 (stereo not drawn) | 2 | -6 | 1.1 | 0.9 | -5 | 1 | 1 | 0.9 | -1 | 0.7
Cc1cccc(C(C)(C)C)c1OCCN1CCCC1 | 0 | -8 | 1 | 1.1 | 5 | 1 | 1 | 1 | 2 | 0.9
Cc1ccc(C(=O)COC(=O)c2cccc(NC(=O)c3ccc([N+](=O)[O-])cc3[N+](=O)[O-])c2)cc1 | -2 | 8 | 3 | 1 | 164* | 0 | 1 | 1.1 | 96* | 0.9
CC(=O)c1ccc(NC(=O)C(C)Nc2ccc(Cl)cc2)cc1 (stereo not drawn) | 1 | -3 | 1.5 | 1.2 | 16 | 1 | 1 | 1 | -5 | 1.1
COCCOc1cc(NC(=O)CS(=O)(=O)CC(=O)N(C)C)c(Cl)cc1Cl | -8 | -13 | 1 | 0.9 | 21 | 1 | 1.1 | 0.9 | -4 | 1.1
CCOc1ccc2oc(C(=O)OCC(=O)NC3CC3)c(C)c2c1 | -5 | -1 | 1.3 | 0.9 | 40 | 1.1 | 1 | 0.9 | -5 | 1
Cc1cc(Nc2cccc(F)c2)nc(-c2ccccc2O)n1 | -7 | -22 | 1.1 | 1 | -15 | 1.1 | 1.1 | 0.9 | -9 | 0.8
CSCCC(NC(=O)C12CC3CC(CC(C3)C1)C2)C(=O)OCC(=O)c1ccc(Cl)cc1 (stereo not drawn) | -3 | -4 | 1.1 | 1 | -1 | 1.1 | 1 | 1 | -7 | 1
COC(=O)CN1C(=O)C(O)(CC(=O)c2ccc(Br)cc2)c2ccccc21 (stereo not drawn) | -6 | -14 | 1 | 1 | 13 | 1 | 1.1 | 1 | -5 | 0.9

Fetched by compound from the list above, five records:
SMILES | TNAP inh hiacc | TNAP inh noacc | NF-kB neuron act | PMI activator | APP 5'UTR act | FLuc stim CS | TNAP act hiacc | PMI act satM6P | FLuc inh counter | bIAP act
CCCN(CCC)CCNC(=O)C1c2ccccc2C(=O)N(CCOC)C1c1ccc(F)cc1 (stereo not drawn) | 2 | -6 | 1.1 | 0.9 | -5 | 1 | 1 | 0.9 | -1 | 0.7
CCOc1ccc(NC(=O)CC2C(=O)N(c3cccc(OC)c3)C(=O)N2C(C)C)cc1 (stereo not drawn) | 1 | -3 | 1.1 | 1 | 11 | 1 | 1 | 0.9 | -1 | 1.1
CSCCC(NC(=O)C12CC3CC(CC(C3)C1)C2)C(=O)OCC(=O)c1ccc(Cl)cc1 (stereo not drawn) | -3 | -4 | 1.1 | 1 | -1 | 1.1 | 1 | 1 | -7 | 1
O=C(/C(=C/c1ccc(Cl)cc1)c1nc2ccccc2[nH]1)c1cccs1 | -2 | -3 | 0.57 | 0.9 | 39 | 1 | 1 | 1 | 3 | 1
CC(=O)c1ccc(NC(=O)C(C)Nc2ccc(Cl)cc2)cc1 (stereo not drawn) | 1 | -3 | 1.5 | 1.2 | 16 | 1 | 1 | 1 | -5 | 1.1

Next part.
SMILES | TNAP inh hiacc | TNAP inh noacc | NF-kB neuron act | PMI activator | APP 5'UTR act | FLuc stim CS | TNAP act hiacc | PMI act satM6P | FLuc inh counter | bIAP act
C/C(=N\NC(=O)CSc1nc(C)cc(C)n1)c1cccc([N+](=O)[O-])c1 | 0 | -7 | 0.98 | 0.9 | 4 | 1 | 1 | 0.9 | -3 | 1
O=C(CSc1cccc(C(F)(F)F)c1)NC(=O)NCc1ccco1 | -8 | -13 | 1.1 | 0.9 | -7 | 1.1 | 1.1 | 0.9 | -6 | 0.8
COc1ccc(CCC(=O)N2CC(C)OC(C)C2)cc1 (stereo not drawn) | -1 | -9 | 0.94 | 0.9 | -3 | 1.1 | 1 | 0.9 | -7 | 0.9
CSc1ccccc1NC(=O)Nc1ccccc1 | 5 | -3 | 1.3 | 1 | -17 | 0.9 | 0.9 | 1 | 7 | 0.8
Clc1ccc(-c2cnc3n2CCCCC3)cc1 | -2 | -8 | 1.1 | 1 | 7 | 1 | 1 | 1 | 3 | 1
CCOc1ccccc1NC(=O)c1ccc2nccnc2c1 | -4 | -12 | 1.1 | 0.9 | -1 | 1 | 1 | 0.9 | -5 | 1
O=C(N/N=C/c1cc([N+](=O)[O-])cc([N+](=O)[O-])c1O)/C(=C\c1cccs1)NC(=O)c1ccccc1 | 10 | -14 | 1.2 | 0.9 | -25 | 1 | 0.9 | 1 | -3 | 0.9
COc1cccc(CC2CC(=O)N(c3ccc4c(C)cc(=O)oc4c3)C2=O)c1 (stereo not drawn) | -2 | 1 | 1.3 | 1 | 6 | 1.1 | 1 | 1.1 | -8 | 1
Cc1csc(NC(=O)NC2(C(F)(F)F)Oc3ccccc3O2)n1 | 2 | 20 | 5.3* | 0.6 | 0 | 1 | 1 | 0.9 | -4 | 0.9
CSc1ccccc1NC(=O)COc1ccccc1Cl | 3 | 0 | 1.4 | 0.9 | 2 | 1 | 1 | 0.9 | 3 | 1
COCC(=O)Nc1c(C(=O)Nc2cccc(OC)c2)oc2ccccc12 | -2 | -5 | 1.3 | 0.9 | 116 | 1 | 1 | 0.9 | -3 | 0.9
O=C(CC1OC(=O)c2ccccc21)NC1CCCCC1 (stereo not drawn) | -3 | -9 | 1.1 | 1 | -17 | 1.1 | 1 | 0.9 | -7 | 0.9
COc1ccc(NC(=O)c2cc3c(=O)n(C)c4ccccc4c3n2C)cc1OC | -7 | -17 | 0.36 | 0.9 | 3 | 1 | 1.1 | 0.9 | -3 | 1.2
C/C(=N\NC(=O)c1cc2ccccc2cc1O)c1ccc2c(c1)OCO2 | -2 | -7 | 1 | 0.7 | 18 | 0.8 | 1 | 0.8 | 21 | 1
CC(=O)NC(CCCNC(=S)NC1CCCCC1)C(=O)O (stereo not drawn) | -1 | -5 | 1 | 1.1 | 1 | 1 | 1 | 1 | -2 | 1.2
Cc1ccn2cc(-c3ccc(NS(=O)(=O)c4ccccc4)cc3)nc2c1 | -4 | -6 | 1.2 | 1.1 | 7 | 1 | 1 | 1 | -4 | 0.8
O=C(CCNc1ccc(F)cc1)c1ccco1 | -6 | -7 | 1.7 | 0.9 | 19 | 0.9 | 1.1 | 1 | 10 | 1.1
Cc1ccc2nc(NC3=NCN(Cc4cccnc4)CN3)nc(C)c2c1 | -5 | 0 | / | 1.1 | / | 1.1 | 1 | 1.1 | -5 | 1
CC1(C)Cc2c(sc(NC(=O)c3ccccc3)c2C(=O)O)CO1 | -2 | -5 | / | 0.9 | 22 | 0.4 | 1 | 1 | 59* | 0.9
O=S(=O)(c1ccc2ccccc2c1)N1CCN(C(=S)Nc2ccc(F)c(Cl)c2)CC1 | -2 | 0 | 0.99 | 0.9 | 16 | 1.1 | 1 | 0.9 | -5 | 1.1
CCSC(=O)N(CC)CC(=O)Nc1c(CC)cccc1CC | 0 | -8 | 1 | 0.9 | 8 | 1.1 | 1 | 1 | -5 | 0.9
CCCC(=Nc1ccccc1OC)C1=C(O)CC(c2ccccc2)CC1=O (stereo not drawn) | -2 | -4 | 1.2 | 0.9 | -3 | 1 | 1 | 0.7 | -1 | 1.1

Screens (PubChem)
